Screening results: PubChem, several laboratories
VIM-2 inhibitor = inhibitors of Pseudomonas aeruginosa VIM-2 metallo-beta-lactamase; purified VIM-2, nitrocefin hydrolysis, epi-absorbance fluorescence; inhibition, % at 5.6 µM; 0.89% of 290,000 active; AID 1527;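 active = inhibition above the mean of all tested compounds plus 3 SD, cutoff set per screening run, cut at about 7.5% in these data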;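 also: red hydrolysis product quenches plate fluorescence so inhibitors raise well fluorescence; 0% = enzyme with DMSO and 100% = DMSO without enzyme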
GPR7 antag = blocks human GPR7 receptor signaling; P48145; GPR7-expressing cells, fluorescence antagonist assay; inhibition, % at 4.4 µM; 1.1% of 290,000 active; AID 1861; in the data active = inhibition above about 16%, passing the limit was not always enough;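 also: cells stimulated with the agonist NPW; 0% = agonist with vehicle and 100% = vehicle without agonist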
Target sequence (P48145 whole entry, looked up): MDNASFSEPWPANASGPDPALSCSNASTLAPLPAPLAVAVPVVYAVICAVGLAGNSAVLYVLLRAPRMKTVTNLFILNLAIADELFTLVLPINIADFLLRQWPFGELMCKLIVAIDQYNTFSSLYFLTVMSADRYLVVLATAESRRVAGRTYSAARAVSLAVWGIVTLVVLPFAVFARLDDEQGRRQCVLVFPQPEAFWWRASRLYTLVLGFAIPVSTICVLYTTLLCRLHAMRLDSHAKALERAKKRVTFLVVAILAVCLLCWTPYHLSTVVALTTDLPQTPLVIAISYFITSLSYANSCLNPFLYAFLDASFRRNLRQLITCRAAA
M18AAP inhibitor = PfM18AAP enzyme inhibition | 1.2% of 290,000 active | recombinant PfM18AAP, H-Glu-NHMec fluorogenic cleavage | inhibition, % at 7.35 µM | AID 1822;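 active = inhibition above the campaign mean inhibition over all tested compounds plus 3 SD, cut at about 28% in these data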;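 also: 0% = plate median of test compound wells and 100% = 2 mM ZnCl2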
PHOSPHO1 inh = PHOSPHO1 (human) inhibition; Q8TCT1; recombinant PHOSPHO1, absorbance phosphatase assay; inhibition, % at 13.3 µM; 1.1% of 290,000 active; in the data active = inhibition above about 60%
Target sequence (Q8TCT1 whole entry, looked up): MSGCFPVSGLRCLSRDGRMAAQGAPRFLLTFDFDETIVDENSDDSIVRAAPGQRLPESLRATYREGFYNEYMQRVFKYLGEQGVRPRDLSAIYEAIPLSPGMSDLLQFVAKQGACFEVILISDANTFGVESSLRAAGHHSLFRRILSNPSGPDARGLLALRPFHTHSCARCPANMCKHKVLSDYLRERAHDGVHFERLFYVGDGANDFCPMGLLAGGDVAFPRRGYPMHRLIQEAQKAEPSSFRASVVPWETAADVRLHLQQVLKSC
NALP1 inh = inhibitors of NALP1 inflammasome in yeast; S. cerevisiae NALP1/ASC/caspase-1 growth, X-gal OD620, 72 h; inhibition, % at 10 µM; 0.61% of 280,000 active; AID 2071; in the data active = inhibition mostly above about 24%, no sharp cut-off; inactive = mostly below about 32%; also: some compounds called inactive have numbers as strong as hits
p-CIP stab down = compounds decreasing mouse p/CIP protein stability. Q05BA5. F442A p/CIP-EGFP cells, EGFP fluorescence, 16 h. decrease of EGFP signal, % at 10 µM. 0.01% of 290,000 active;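 active = EGFP signal decrease of at least 30% at 10 µM or well 3 SD below plate mean, unless failing retest; inactive = the rest, including hits failing retest or dose response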; also: some compounds called inactive have numbers as strong as hits; many of its hits are not listed in these tables
IDE cell activ = boosts human insulin-degrading enzyme activity in HEK cells; P14735; FAbeta-B cleavage, fluorescence polarization; 0% vehicle, 100% cell-free pure enzyme wells; 0.073% of 340,000 active; activation, % at 5.96 µM; AID 493087;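 active = activation above the mean of all tested compounds plus 3 SD, set per screening campaign, cut at about 17% in these data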
IMP-1 inh = blocks Pseudomonas aeruginosa IMP-1 metallo-beta-lactamase; purified IMP-1, nitrocefin hydrolysis, epi-absorbance fluorescence; inhibition, % at 5.6 µM; 0.45% of 290,000 active; AID 1556;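 active = inhibition above the mean plus 3 SD of all compounds in the same screening run, cut at about 4.5% in these data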;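 also: 0% = IMP-1 with DMSO and 100% = DMSO wells lacking enzyme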
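assay system = purified recombinant IMP-1 metallo-beta-lactamase enzyme | schedule = 15 min preincubation plus 25 min reaction at 25 °C | signal = Epi-absorbance fluorescence, 480 nm excitation, 530 nm emission | read-out basis = percent inhibition from optical density relative to buffer-blank wells | controls = IMP-1 with DMSO as 0%, enzyme-free DMSO as 100%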
IDE cell inh = inhibitors of human insulin-degrading enzyme in cells; P14735; 0.41% of 320,000 active; inhibition, % at 5.59 µM; HEK cells, FAbetaB cleavage, fluorescence polarization; AID 434962;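 active = percent inhibition above the average of all tested compounds plus 3 SD, set per screening campaign, cut at about 16% in these data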;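 also: IDE supplied by intact live HEK cells; FP after avidin binding of uncleaved biotin substrate so inhibition keeps polarization high; 0% = DMSO wells and 100% = 60 µM reference IDE inhibitor Ii1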
An asterisk follows results filed as active; · = not tested or not shown.

VIM-2 inhibitor	GPR7 antag	M18AAP inhibitor	PHOSPHO1 inh	NALP1 inh	p-CIP stab down	IDE cell activ	IMP-1 inh	IDE cell inh	SMILES
-1.6	-18.9	0.9	17.5	-1.6	-15.4	2.1	-2.0	9.9	O=C(c1ccc(N2CN(C(=O)c3ccco3)c3nc4ccccc4nc32)cc1)N1CCOCC1
-3.6	-2.1	-11.4	17.1	11.7	5.3	-2.2	-2.6	6.4	Cc1cccc(NC(=O)C2CCCN(S(=O)(=O)c3ccc4[nH]c(=O)ccc4c3)C2)n1 (configuration not stated)
-2.5	-9.7	-1.0	-4.4	15.9	-0.8	7.0	-2.5	-4.8	COC(=O)c1ccccc1NC(=O)COC(=O)c1ccccc1N=Nc1ccc(N(C)C)cc1
-2.1	6.3	0.1	-20.9	0.8	-14.0	3.0	-4.0	1.0	CCOC(=O)N1CCN(S(=O)(=O)c2ccc(C)cc2)C1c1ccccc1 (configuration not stated)
-2.8	3.8	-5.8	17.4	26.0	-13.1	3.2	-2.9	2.3	CC(SCc1ccccc1)C(=O)NN=C1CCN(C)CC1 (configuration not stated)
-2.4	1.1	-21.3	·	·	·	3.2	-3.6	-5.2	CCOC(=O)C1(CCOc2ccccc2)CCN(C(=O)CCSC)CC1
-1.6	-10.6	5.1	10.6	22.5	0.4	7.8	-3.3	-3.7	CCOC(=O)NC(Nc1ncccn1)(C(F)(F)F)C(F)(F)F
·	·	·	30.9	-0.5	-18.7	-1.1	·	2.4	COCCNC(=O)c1c(CSc2ccccc2)noc1C(=O)NCc1ccccc1
-1.1	-2.6	1.8	-3.8	23.9	-1.2	-3.9	-4.6	-4.5	O=C(NC12CC3CC(CC(C3)C1)C2)c1ccc(-c2cccc(Cl)c2)o1
-1.0	12.3	3.2	8.8	2.2	0.4	2.8	-1.3	8.9	COc1ccc2cc(C3(C)NC(=O)N(CC(=O)NCc4ccco4)C3=O)ccc2c1 (configuration not stated)

Two entries picked at random from the list so far, as already listed:
VIM-2 inhibitor	GPR7 antag	M18AAP inhibitor	PHOSPHO1 inh	NALP1 inh	p-CIP stab down	IDE cell activ	IMP-1 inh	IDE cell inh	SMILES
-2.1	6.3	0.1	-20.9	0.8	-14.0	3.0	-4.0	1.0	CCOC(=O)N1CCN(S(=O)(=O)c2ccc(C)cc2)C1c1ccccc1 (configuration not stated)
-1.6	-18.9	0.9	17.5	-1.6	-15.4	2.1	-2.0	9.9	O=C(c1ccc(N2CN(C(=O)c3ccco3)c3nc4ccccc4nc32)cc1)N1CCOCC1

Later entries
VIM-2 inhibitor	GPR7 antag	M18AAP inhibitor	PHOSPHO1 inh	NALP1 inh	p-CIP stab down	IDE cell activ	IMP-1 inh	IDE cell inh	SMILES
-0.6	4.2	7.5	-42.5	4.3	-5.8	1.9	-2.6	1.2	COc1ccc(-c2nnc(SCC(=O)NCc3ccco3)o2)cc1
-3.7	2.7	-3.9	1.8	13.2	-11.6	4.3	-4.8	7.0	CSc1ccccc1NC(=O)CN(C)CC(=O)Nc1ccc(Cl)cc1F
2.7	8.7	-11.0	-5.3	7.5	-20.5	4.2	-1.3	-0.7	Cc1cc(C)n(-c2ccc(C(=O)N3CCc4ccccc43)cc2)n1
-0.9	-5.2	-43.8	28.6	3.3	-1.4	2.2	4.0	-8.0	CCCCN1C(=O)/C(=C2\SC(N3CCCCC3)=NC2=O)c2ccccc21
-1.5	-9.6	-5.3	9.3	22.4	4.8	-2.9	-2.0	1.4	Cc1cccc(NC(=O)c2ccc(C(=O)Nc3cccc(C)c3)nc2)c1
-2.3	-6.5	-8.4	-5.9	21.1	-11.9	7.3	-2.3	-1.4	NC(=O)CCn1cnc2ccccc21
7.3	6.3	10.0	18.2	14.2	8.3	0.6	0.7	1.2	Cc1nn2c(COc3ccc(NC(=O)C(C)C)cc3)nnc2c2ccccc12
-3.7	-6.2	5.7	27.5	-11.0	-4.0	0.2	-3.2	2.1	Cc1ccc(NC(=O)c2cccc(S(=O)(=O)N3CCCCC3)c2)cc1
-2.0	-5.5	7.6	-5.4	9.4	-15.1	2.4	-4.7	6.4	CCOc1cccc(OCCCCN2CCCCC2)c1
-1.1	-12.1	3.5	26.7	0.3	-10.9	-2.2	-1.0	3.5	C(=C\c1cccc2ccccc12)/c1nnc(-c2cccs2)o1
-3.9	-9.7	4.1	-15.4	10.3	-1.6	6.5	-4.5	-3.3	Cc1ccc(C)c(N(C(=O)c2nsc(Cl)c2Cl)C(C(=O)NC2CCCC2)c2ccc(O)cc2)c1 (configuration not stated)
-1.4	-9.8	-10.1	3.4	10.0	-17.2	0.1	-3.9	1.9	COC(=O)CN(c1ccccc1)S(=O)(=O)c1ccc(F)cc1
-2.1	-21.3	6.3	29.1	-4.0	-4.0	4.7	-3.8	·	CCOCCC(=O)Nc1nnc(CCc2ccccc2)s1
1.4	-9.2	-5.9	-11.3	18.3	-6.5	1.3	-3.4	1.2	O=c1c2nnn(Cc3ccccc3)c2ncn1-c1ccccc1
-1.2	-5.2	3.2	-41.0	-3.1	-8.2	·	-3.0	-1.7	OC(c1ccccc1)(c1ccccc1)C1CCN(C(=S)NCCc2ccccc2)CC1
2.7	-14.5	-0.8	-1.3	·	-67.6	-23.6	-2.7	24.6*	COc1ccc(N=C2NC(=O)/C(=C/c3ccc(O)c(OC)c3)S2)cc1
0.8	1.2	-9.2	·	13.7	-4.9	4.7	-0.4	-3.2	Cc1ccc(S(=O)(=O)N2CCCC2)cc1C(=O)NC1CCCCC1
-2.9	-1.9	0.7	2.7	7.1	-6.9	3.2	-1.1	4.2	COc1cc(NC(=O)CSc2nnc(C)s2)cc(OC)c1
-3.0	-9.3	-5.9	41.2	15.0	-11.6	5.0	-1.1	5.1	COc1ccc(CNC(=O)C2CCCN2)cc1OC (configuration not stated)
-2.9	-4.2	3.0	-28.7	3.4	-8.7	0.9	-1.5	1.1	Cc1cc(C)c2nc(SCc3ccc([N+](=O)[O-])cc3)nc(C)c2c1
-0.1	4.1	12.5	3.6	15.3	-20.4	1.8	-2.4	-2.7	Nc1[nH]nc2nc(NCc3ccccc3)c3c(c12)CCN(Cc1ccccc1)C3
1.6	7.9	-2.0	36.7	-1.3	7.0	-1.1	0.1	-6.4	CN1CCN(C(=O)c2cc(Cl)cc(Cl)c2NC(=O)c2ccco2)CC1
-1.1	-7.1	3.4	4.2	43.5	-5.1	-0.9	-1.7	-0.7	CC(C)(C)N/N=C/c1c(O)n(-c2ccc(Cl)cn2)c(=O)c2ccccc12
-1.4	-6.3	-14.2	18.3	11.7	4.5	-6.6	-3.2	4.6	COc1ccc(OC)c(C2NC(=O)NC(C)=C2C(=O)OC2CCCCC2)c1 (configuration not stated)
0.3	-1.1	-5.7	12.3	10.6	0.1	9.9	-0.4	10.6	CC(=O)Oc1c(Sc2ccccc2[N+](=O)[O-])c(C)nn1C(C)(C)C
-1.3	-2.2	-5.0	-13.2	29.9	-13.4	4.3	-4.5	2.7	C=CCn1cc(C(=O)NCCCOCC)c(=O)c2cc(S(=O)(=O)N(CC)CC)ccc21
-3.3	-7.4	3.1	21.0	-17.9	0.7	4.2	-0.2	2.6	CCOc1ccc(N(C(=O)c2ccccc2Cl)C2=NC(C)(C)CS2)cc1
0.9	-12.8	20.3	17.4	18.9	-5.9	-1.4	-0.3	-4.9	CCOC(=O)Cc1csc(NC(=O)c2ccco2)n1
-4.6	-4.6	-0.1	28.3	16.4	5.8	-1.1	-2.9	4.7	Cc1c(C)n(Cc2ccccc2)c2ncnc(NCCCN(C)C)c12
-4.0	-4.6	5.1	23.0	-0.3	-4.5	1.2	-1.4	1.2	COc1ccc(NC(=O)C2CCCN2C(=O)NC2CCCCC2)c(OC)c1 (configuration not stated)
-4.9	-1.3	-5.1	-4.1	-5.2	-15.1	3.9	-3.6	9.3	CCc1ccc(CNC(=O)C2CCCN(S(=O)(=O)N3CC(C)CC(C)C3)C2)cc1 (configuration not stated)
1.7	-0.6	-3.2	29.1	13.4	-4.7	-3.5	-2.6	4.2	Cn1c(=O)[nH]c(=O)c2c1nc(N1CCN(CCO)CC1)n2Cc1ccccc1
-4.4	-13.4	-3.8	0.9	-11.3	-11.9	0.8	-5.1	-0.1	O=C(c1ccccc1)c1ccc2ccccc2n1
-2.3	9.3	7.4	36.2	3.0	0.2	5.9	-1.0	-3.3	O=[N+]([O-])c1ccc2c(c1)CNc1ccccc1O2
-2.9	1.7	-1.9	15.8	-13.2	-8.8	-0.1	-1.6	2.6	COc1c(OC(C)=O)ccc(/C=N\NC(=O)c2ccc(Br)cc2)c1[N+](=O)[O-]
-1.9	-9.2	-15.7	47.6	-0.1	6.5	5.2	-2.6	-1.6	COc1cccc(/C=C/C(=O)OCC(=O)Nc2ccc(N3CCOCC3)cc2)c1OC
-2.1	6.9	-1.7	13.2	-8.1	-18.3	17.2	-2.0	-4.6	Clc1ccc(-c2nnc3sc(-c4ccc(Br)o4)nn23)cc1
-3.2	-5.2	1.6	10.7	11.7	-1.7	4.0	-2.8	-1.3	CCNc1nnc(-c2ccc(C)cc2)o1
-1.7	-11.8	-1.1	26.2	0.5	4.7	-5.3	-0.8	1.1	CCC(C)[C@@H](C(=O)N1CCNCC1)n1cc(CCCCN)nn1 (some centres not stated)
0.7	8.1	8.1	14.4	17.1	3.7	1.8	-1.3	2.4	Cn1c(SCc2cccnc2)nc2cccnc21
-1.4	-14.1	4.7	36.8	·	1.3	·	-3.0	0.6	CS(=O)(=O)NNC(=O)Cn1nnc(-c2cc(C(F)(F)F)cc(C(F)(F)F)c2)n1
-0.5	-7.2	2.9	-15.2	-7.4	-3.4	1.2	-4.1	3.0	Cc1c(NC(=O)C2CCCN(S(=O)(=O)c3cnc[nH]3)C2)c(=O)n(-c2ccccc2)n1C (configuration not stated)
-2.5	-3.1	11.7	-4.2	4.4	4.3	1.1	-1.6	5.0	COCCCN(C(C)=O)c1nc(-c2ccc(OC)cc2)cs1
3.7	7.1	5.1	9.6	21.6	-12.2	-0.1	2.4	1.5	Cc1cccc([C@@H]2[C@@H]3C(=O)N(Cc4ccccc4)C(=O)[C@@H]3[C@]3(C)C(=O)N(c4cccc(Cl)c4)C(=O)N23)c1
